Screening results (PubChem)
procasp7 counter = activates human procaspase-7, counter-screen for procaspase-3 activators. activation, % at 8.5 µM. hit rate 0.093% among 330,000. P55210. AID 463210. recombinant procaspase-7, Ac-DEVD-pNA absorbance 405 nm; D23A/D198A/D206A triple mutant, cannot self-cleave; scale: DMSO 0, 5 µM enzyme 100;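 active = percent activation above the screen-wide mean plus 3 SD, cut at about 25% in these data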
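Material: Procaspase-7 triple mutant (PC-7 D3A) | Quantity: 2 µM procaspase-7 mutant as dispensed | Reagent: DEVD-pNA substrate | Times: 1 h preincubation, 2 h reaction | Technique: 405 nm absorbance of p-nitroaniline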
EBNA-1 inh = blocks EBNA-1 binding to DNA; hit rate 0.34% among 300,000; EBNA-1 DNA binding, fluorescence polarization; AID 1950; inhibition, % at 14.8 µM; in the data active = inhibition above about 28%
ZTA counter = blocks Epstein-Barr virus ZTA, an EBNA-1 counter-screen | P03206 | ZTA-DNA binding, fluorescence polarization | inhibition, % at 11 µM | hit rate 0.15% among 320,000 | AID 2234; in the data active = inhibition above about 33%
LAP4 TOR yeast = alters LAP4-GFP fluorescence in TOR pathway yeast screen. AID 2023. hit rate 0.34% among 320,000. GFP response vs DMSO, % at 10 µM. S. cerevisiae LAP4-GFP multiplex, flow cytometry GFP, 3 h; median GFP as percent of DMSO wells;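 active = GFP response vs DMSO above a set limit, about the screen mean plus 3 SD, cut at about 150% in these data; inconclusive = under 70 cell events counted for the yeast strain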
proCasp3 act = procaspase-3 (human) activation; P42574; recombinant procaspase-3 D3A, Ac-DEVD-pNA absorbance 405 nm; activation, % at 8.5 µM; hit rate 0.11% among 330,000; AID 463141;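 active = activation above the mean of all tested compounds plus 3 SD, cut at about 21% in these data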;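 also: 0% = DMSO alone and 100% = DMSO wells spiked with extra 5 µM PC-3 D3A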
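Compound: 8.5 µM single point, 0.8% DMSO / Material: Autoprocessing-dead procaspase-3 D3A mutant enzyme / Timing: 1 h preincubation plus 2 h reaction at 25 °C / Medium: Zinc-free HEPES/NaCl buffer with 0.01% Triton X-100 at pH 7.4 / Technique: 405 nm absorbance of p-nitroaniline, reads at 0 and 120 min / Repeats: one well per compound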
MEP2 TOR yeast = modulators of TOR pathway MEP2-GFP in S. cerevisiae. hit rate 0.51% among 330,000. S. cerevisiae MEP2-GFP strain, flow cytometry GFP, 3 h; 100% = DMSO control level. GFP response vs DMSO, % at 10 µM;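 active = GFP response versus DMSO above a set limit, roughly screen mean plus 3 SD, cut at about 180% in these data; inconclusive = fewer than 70 cells counted for a yeast strain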;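 also: median GFP fluorescence of the barcode-gated MEP2-GFP cells per well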
AHR activator = activators of human aryl hydrocarbon receptor. activation, % at 5 µM. AHR-responsive luciferase reporter cells, luminescence. hit rate 2.5% among 320,000; in the data active = activation above about 47%;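 also: 0% = vehicle wells and 100% = reference agonist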
RPL19A-GFP yeast = modulators of TOR pathway RPL19A-GFP in S. cerevisiae | S. cerevisiae RPL19A-GFP strain, flow cytometry, 3 h; hits give low values | hit rate 0.3% among 330,000 | percent response vs DMSO, % at 10 µM;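 active = percent response vs DMSO below 50%; inconclusive = fewer than 70 events counted for the yeast strain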;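 also: median channel GFP fluorescence of the barcoded RPL19A-GFP strain; ratio of sample median GFP to plate DMSO average so 100% = DMSO; lower means less RPL19A-GFP as with rapamycin TOR inhibition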
The depositor's hits bear a star.

`CCOc1ccc(CNC(=O)C(C)n2ccc3cc(S(=O)(=O)N4CCCC4)ccc32)cc1` (stereo unspecified) gave procasp7 counter -1.6, EBNA-1 inh -7.1, ZTA counter 3.7, LAP4 TOR yeast 90.6, proCasp3 act -2.4, MEP2 TOR yeast 94.6, AHR activator 1.3 and RPL19A-GFP yeast 96.0.
`CN(C)CCCN(C(=O)COc1ccc(Cl)cc1)c1nc2cc3c(cc2s1)OCCO3` gave procasp7 counter 9.6, EBNA-1 inh 12.6, ZTA counter 0.1, LAP4 TOR yeast 105.7, proCasp3 act 3.4, MEP2 TOR yeast 106.2, AHR activator -8.6 and RPL19A-GFP yeast 102.3.
`COc1ccc(CNC(=O)COC(=O)c2cncc(Br)c2)cc1` gave procasp7 counter -1.1, EBNA-1 inh 3.9, ZTA counter -17.6, LAP4 TOR yeast 108.7, proCasp3 act -2.3, MEP2 TOR yeast 100.1, AHR activator 0.9 and RPL19A-GFP yeast 96.5.
`O=C(NCC1CC1)c1onc(CSc2nc3ccccc3[nH]2)c1C(=O)NCC1CC1` gave procasp7 counter 0.8, EBNA-1 inh 9.5, ZTA counter 10.3, LAP4 TOR yeast 126.9, proCasp3 act -2.5, MEP2 TOR yeast 91.7, AHR activator 0.1 and RPL19A-GFP yeast 94.8.
For CC(C)c1nc2sc3ccccc3c(=O)c2c(=O)n1Cc1ccccc1 the results were procasp7 counter 4.4, EBNA-1 inh -1.6, ZTA counter -3.6, LAP4 TOR yeast 104.2, proCasp3 act 6.5, MEP2 TOR yeast 96.3, AHR activator 3.0 and RPL19A-GFP yeast 108.1.
`CCc1nn(CC(=O)NCCCN2CCOCC2)c(=O)c2cc3cc(F)ccc3n12` gave procasp7 counter 6.3, EBNA-1 inh 7.0, ZTA counter 0.4, LAP4 TOR yeast 109.0, proCasp3 act 3.5, MEP2 TOR yeast 101.8, AHR activator 3.0 and RPL19A-GFP yeast 105.7.
Cc1cc(NC(=O)CCN2CCN(CCO)CC2)ccc1Br was read as procasp7 counter 3.1, EBNA-1 inh 0.5, ZTA counter 9.3, LAP4 TOR yeast 97.1, proCasp3 act -2.5, MEP2 TOR yeast 105.9, AHR activator -1.0 and RPL19A-GFP yeast 107.5.
Cc1n[nH]c(=S)n(/N=C/c2cccc([N+](=O)[O-])c2)c1=O was read as procasp7 counter -5.4, EBNA-1 inh -3.8, ZTA counter -4.9, LAP4 TOR yeast 106.3, proCasp3 act -9.3, MEP2 TOR yeast 95.4, AHR activator 0.9 and RPL19A-GFP yeast 94.9.
CN(C)CC(C)(C)NS(=O)(=O)c1ccc(Cl)cc1 was read as procasp7 counter -1.9, EBNA-1 inh -0.4, ZTA counter 3.2, LAP4 TOR yeast 99.9, proCasp3 act 3.8, MEP2 TOR yeast 100.9, AHR activator -1.2 and RPL19A-GFP yeast 95.3.
CCCCC1(C)NC(=O)c2c(C)sc(C(=O)OCC)c2N1 (stereo unspecified) was read as procasp7 counter 13.8, EBNA-1 inh 3.5, ZTA counter -8.4, LAP4 TOR yeast 106.8, proCasp3 act -4.9, MEP2 TOR yeast 105.0, AHR activator 1.6 and RPL19A-GFP yeast 99.4.
For Cc1cc(-c2nc(C)c(C(=O)NNS(=O)(=O)c3cccc(C(F)(F)F)c3)s2)no1 the results were procasp7 counter 1.8, EBNA-1 inh 5.4, ZTA counter 11.8, LAP4 TOR yeast 106.1, proCasp3 act 5.5, MEP2 TOR yeast 97.9, AHR activator -1.0 and RPL19A-GFP yeast 98.8.
`COc1ccc(OC)c2sc(NC(=O)C3COc4ccccc4O3)nc12` (stereo unspecified) gave procasp7 counter -1.6, EBNA-1 inh 7.8, ZTA counter 6.9, LAP4 TOR yeast 104.0, proCasp3 act 9.6, MEP2 TOR yeast 97.8, AHR activator 50.9* and RPL19A-GFP yeast 92.6.
`O=C(NCCC(=O)N1CCN(Cc2c(F)cccc2Cl)CC1)c1ccc(Cl)cc1` gave procasp7 counter 2.9, ZTA counter 5.5, LAP4 TOR yeast 87.0, proCasp3 act 1.6, MEP2 TOR yeast 95.8, AHR activator -1.3 and RPL19A-GFP yeast 92.6.
`Cc1ccc(C(=O)N2CCN(Cc3ccc4c(c3)OCO4)CC2)cc1[N+](=O)[O-]` gave procasp7 counter 15.4, EBNA-1 inh 18.7, ZTA counter 15.9, LAP4 TOR yeast 100.4, proCasp3 act 2.6, MEP2 TOR yeast 98.2, AHR activator -2.1 and RPL19A-GFP yeast 100.8.
Screening Nc1nc(-c2ccc(Cl)cc2)nn1C(=O)c1ccco1 returned procasp7 counter 10.5, EBNA-1 inh 1.2, ZTA counter 11.4, LAP4 TOR yeast 93.3, proCasp3 act 2.1, MEP2 TOR yeast 92.4, AHR activator 2.5 and RPL19A-GFP yeast 99.9.

The final 2 records of the section before lead into the next.
`Cc1ccc(C(=O)N2CCN(Cc3ccc4c(c3)OCO4)CC2)cc1[N+](=O)[O-]` gave procasp7 counter 15.4, EBNA-1 inh 18.7, ZTA counter 15.9, LAP4 TOR yeast 100.4, proCasp3 act 2.6, MEP2 TOR yeast 98.2, AHR activator -2.1 and RPL19A-GFP yeast 100.8.
Screening Nc1nc(-c2ccc(Cl)cc2)nn1C(=O)c1ccco1 returned procasp7 counter 10.5, EBNA-1 inh 1.2, ZTA counter 11.4, LAP4 TOR yeast 93.3, proCasp3 act 2.1, MEP2 TOR yeast 92.4, AHR activator 2.5 and RPL19A-GFP yeast 99.9.
For CCCc1c(C(=O)NNc2ccccc2OC)cnn1-c1ccccc1 the results were procasp7 counter -7.3, EBNA-1 inh -4.5, ZTA counter -12.0, LAP4 TOR yeast 106.6, proCasp3 act -1.6, MEP2 TOR yeast 105.1, AHR activator -1.5 and RPL19A-GFP yeast 97.5.
Screening C[C@@]12C(=O)Nc3ccc(Br)cc3C(=O)N1[C@H]1c3cc(Cl)ccc3OC[C@@H]1[C@@H]2c1ccccc1 returned procasp7 counter 3.5, EBNA-1 inh -7.3, ZTA counter -11.9, LAP4 TOR yeast 94.3, proCasp3 act 9.4, MEP2 TOR yeast 98.0, AHR activator 0.3 and RPL19A-GFP yeast 97.1.
`O=C(CNC(=O)c1ccc(Cl)cc1)OCCN1C(=O)c2ccccc2C1=O` gave procasp7 counter 13.1, ZTA counter -9.7, LAP4 TOR yeast 94.6, proCasp3 act -4.8, MEP2 TOR yeast 101.3, AHR activator -0.2 and RPL19A-GFP yeast 98.6.
For CC(=O)Oc1c(I)cc(I)cc1C(=O)Nc1ccc(Cl)cc1 the results were procasp7 counter -8.4, EBNA-1 inh 5.6, ZTA counter 1.8, LAP4 TOR yeast 95.8, proCasp3 act 11.3, MEP2 TOR yeast 101.8, AHR activator 6.4 and RPL19A-GFP yeast 104.4.
Screening COc1ccc(S(=O)(=O)Nc2ccccc2C(N)=O)cc1OC returned procasp7 counter 2.8, EBNA-1 inh 9.4, ZTA counter -9.0, LAP4 TOR yeast 101.9, proCasp3 act -1.9, MEP2 TOR yeast 98.3, AHR activator -1.2 and RPL19A-GFP yeast 91.8.
Screening CCOC(=O)C(C)n1cnc2c(nnn2Cc2ccc(C)cc2)c1=O (stereo unspecified) returned procasp7 counter -5.6, EBNA-1 inh -7.7, ZTA counter -18.8, LAP4 TOR yeast 106.9, proCasp3 act 1.3, MEP2 TOR yeast 101.6, AHR activator 3.9 and RPL19A-GFP yeast 100.7.
For CCOC(=O)c1[nH]c2ccccc2c1NC(=O)c1ccc(S(=O)(=O)N(C)C)cc1 the results were procasp7 counter 4.7, EBNA-1 inh 3.2, ZTA counter 9.3, LAP4 TOR yeast 95.5, proCasp3 act 10.8, MEP2 TOR yeast 99.8, AHR activator 10.8 and RPL19A-GFP yeast 96.7.
Screening CC(C)Oc1ccc(C(=O)NCCCNC(=O)c2cccnc2)cc1 returned procasp7 counter -4.7, EBNA-1 inh 0.9, ZTA counter 5.0, LAP4 TOR yeast 81.8, proCasp3 act -1.3, MEP2 TOR yeast 104.0, AHR activator 4.2 and RPL19A-GFP yeast 112.7.
Screening O=C(NCC1CCCO1)c1cc2nc(-c3ccco3)cc(C(F)(F)Cl)n2n1 (stereo unspecified) returned procasp7 counter -13.5, EBNA-1 inh -11.0, ZTA counter 3.0, LAP4 TOR yeast 93.5, proCasp3 act -19.3, MEP2 TOR yeast 89.9, AHR activator 4.0 and RPL19A-GFP yeast 92.2.
For Cc1nc2ccc(NC(=O)N3CCN(c4ccccn4)CC3)cc2s1 the results were procasp7 counter 17.7, EBNA-1 inh 1.5, ZTA counter -3.3, LAP4 TOR yeast inconclusive, proCasp3 act -7.3, MEP2 TOR yeast inconclusive, AHR activator 0.3 and RPL19A-GFP yeast 92.7.
Screening Cc1ccc(N2CC(C(=O)Nc3ccc4c(c3)OCCO4)CC2=O)cc1C (stereo unspecified) returned procasp7 counter -9.3, EBNA-1 inh -2.2, ZTA counter 10.6, LAP4 TOR yeast 95.0, proCasp3 act 1.0, MEP2 TOR yeast 92.1, AHR activator 0.6 and RPL19A-GFP yeast 95.8.
Screening CCCCNC(=S)NCCN1CCCCC1 returned procasp7 counter -12.1, EBNA-1 inh -3.8, ZTA counter -17.1, LAP4 TOR yeast 99.1, proCasp3 act -8.7, MEP2 TOR yeast 104.3, AHR activator 2.0 and RPL19A-GFP yeast 103.0.
COC(=O)c1ccc(S(=O)(=O)NCc2ccccc2)n1C was read as procasp7 counter -12.1, EBNA-1 inh -12.9, ZTA counter -11.5, LAP4 TOR yeast 99.8, proCasp3 act -1.2, MEP2 TOR yeast 89.9, AHR activator -0.1 and RPL19A-GFP yeast 93.2.
Cc1cc2nnc(SCC(=O)N(C)C3CCS(=O)(=O)C3)n2c2ccccc12 (stereo unspecified) was read as procasp7 counter 4.1, EBNA-1 inh -4.9, ZTA counter 2.7, LAP4 TOR yeast 100.5, proCasp3 act -2.8, MEP2 TOR yeast 94.8, AHR activator 2.8 and RPL19A-GFP yeast 99.8.
COc1ccc(N2CCN(c3nc(-c4cccs4)nc4ccccc34)CC2)cc1 was read as procasp7 counter 1.8, EBNA-1 inh -17.2, ZTA counter 11.3, LAP4 TOR yeast 94.9, proCasp3 act -0.2, MEP2 TOR yeast 94.6, AHR activator -0.3 and RPL19A-GFP yeast 94.4.
CN1CCN(C(=O)CC2C(=O)NCCN2Cc2ccc(-c3ccccc3)cc2)CC1 (stereo unspecified) was read as procasp7 counter -44.2, EBNA-1 inh -2.9, ZTA counter -14.5, LAP4 TOR yeast 163.1*, proCasp3 act 3.6, MEP2 TOR yeast 258.8*, AHR activator 0.4 and RPL19A-GFP yeast 81.2.
For Cc1cc2oc(=O)cc(COC(=O)c3n[nH]c4ccccc34)c2cc1C the results were procasp7 counter 4.8, EBNA-1 inh 6.6, ZTA counter -19.7, LAP4 TOR yeast 102.6, proCasp3 act 1.3, MEP2 TOR yeast 103.8, AHR activator 0.5 and RPL19A-GFP yeast 101.6.

2 compounds picked at random from those above:
For CC(C)c1nc2sc3ccccc3c(=O)c2c(=O)n1Cc1ccccc1 the results were procasp7 counter 4.4, EBNA-1 inh -1.6, ZTA counter -3.6, LAP4 TOR yeast 104.2, proCasp3 act 6.5, MEP2 TOR yeast 96.3, AHR activator 3.0 and RPL19A-GFP yeast 108.1.
COc1ccc(N2CCN(c3nc(-c4cccs4)nc4ccccc34)CC2)cc1 was read as procasp7 counter 1.8, EBNA-1 inh -17.2, ZTA counter 11.3, LAP4 TOR yeast 94.9, proCasp3 act -0.2, MEP2 TOR yeast 94.6, AHR activator -0.3 and RPL19A-GFP yeast 94.4.
